Bioassay records as filed in PubChem BioAssay.
UHRF1 binding: UHRF1 methylated DNA binding inhibitors, primary screen, counter-screen for MBD2 inhibitor project, biochemical, TR-FRET, human UHRF1, single concentration. E3 ubiquitin-protein ligase UHRF1 (Homo sapiens), Q96T88. 370,000 compounds, 0.75% hits. UHRF1 binding to methylated oligo. AID 687016, 2013. inhibition, % at 4.4 µM; in the data active = inhibition above about 21%;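 note: UHRF1 SRA domain binding a hemimethylated CpG hairpin DNA probe; 0% = median of test compound wells and 100% = reference inhibitor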
Target sequence (Q96T88 whole entry, looked up, the tested form may be a part): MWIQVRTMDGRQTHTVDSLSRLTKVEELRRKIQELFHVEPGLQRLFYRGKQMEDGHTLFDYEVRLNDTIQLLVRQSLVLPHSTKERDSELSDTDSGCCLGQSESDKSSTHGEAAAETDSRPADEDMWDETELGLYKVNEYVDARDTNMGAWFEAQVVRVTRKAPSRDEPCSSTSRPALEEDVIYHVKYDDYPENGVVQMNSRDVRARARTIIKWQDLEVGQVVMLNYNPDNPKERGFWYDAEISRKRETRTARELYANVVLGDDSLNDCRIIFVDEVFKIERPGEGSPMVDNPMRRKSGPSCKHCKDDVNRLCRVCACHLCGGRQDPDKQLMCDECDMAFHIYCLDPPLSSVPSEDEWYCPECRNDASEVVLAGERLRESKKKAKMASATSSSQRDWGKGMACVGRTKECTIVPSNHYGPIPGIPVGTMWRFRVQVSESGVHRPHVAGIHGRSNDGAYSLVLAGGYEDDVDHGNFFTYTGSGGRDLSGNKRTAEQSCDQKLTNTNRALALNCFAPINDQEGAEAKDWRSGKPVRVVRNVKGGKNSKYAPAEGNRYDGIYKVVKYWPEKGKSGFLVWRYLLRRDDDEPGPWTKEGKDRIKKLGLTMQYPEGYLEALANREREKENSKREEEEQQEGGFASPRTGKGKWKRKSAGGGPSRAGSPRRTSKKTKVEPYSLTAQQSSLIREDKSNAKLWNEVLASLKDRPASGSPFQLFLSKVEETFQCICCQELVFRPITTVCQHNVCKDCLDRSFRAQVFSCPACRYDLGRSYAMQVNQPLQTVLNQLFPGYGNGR
KLK7 zymogen act: proKLK7 zymogen activators, primary screen, biochemical, fluorescence intensity; purified proKLK7, EDANS-DABCYL substrate fluorescence; 100% is mature enzyme control, 0% vehicle; Kallikrein-7 (Homo sapiens), P49862; 370,000 compounds, 0.9% hits; activation, % at 7 µM;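 active = activation above the mean of all tested compounds plus 3 SD, computed per campaign excluding outliers beyond control limits, cut at about 13% in these data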
Tn6 DDE FP: inhibitors of Tn6 peptide binding to fibrin DD(E), primary screen, biochemical, fluorescence polarization, human fibrin, Tn6 probe; Fibrinogen beta chain (Homo sapiens), P02675; Fibrin DD(E) TRITC-Tn6 fluorescence polarization displacement; inhibition, % at 8.3 µM; 370,000 compounds, 0.21% hits; AID 720509, 2013;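 active = inhibition above a per-campaign cutoff: mean of compounds within control limits plus 3 SD, cut at about 15% in these data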;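 note: 0% = median of all compound wells on the plate and 100% = blocking peptide control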
Tn7 DDE FP: inhibitors of Tn7 peptide binding to fibrin DD(E), primary screen, biochemical, fluorescence polarization, human fibrin, Tn7 probe; 370,000 compounds, 0.13% hits; Fibrinogen beta chain (Homo sapiens), P02675; AID 720508, 2013; inhibition, % at 8.3 µM; FP displacement of FITC-Tn7 peptide from fibrin DD(E); 0% = median of compound wells per plate;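 active = inhibition above the mean of compounds falling within the control limits plus 3 SD of them, cut at about 14% in these data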;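 note: 0% = plate median of compound wells and 100% = 10 µM Aha-Tn7 peptide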
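Measure: % inhibition scaled between sample-field median and high-control FP; Test system: human fibrin DD(E); Quantity: 2 µM final DD(E) protein; Doses: one dose, 8.3 µM nominal; Schedule: compound with protein 10 min, then 3 h after probe, room temperature; Detection: fluorescence polarization; Medium: Tris buffer with calcium and detergent, pH 7.8.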
MBD2 inh: inhibitors of MBD2 binding to methylated DNA, primary screen, biochemical, TR-FRET, DNA-binding domain, human. Methyl-CpG-binding domain protein 2 (Homo sapiens), Q9UBB5. MBD2 binding to methylated oligonucleotide. inhibition, % at 4.4 µM. 370,000 compounds, 0.31% hits. AID 686964, 2013; in the data active = inhibition above about 13%
PLC-gamma1 inh: PLC-gamma1 enzyme inhibitors, primary screen, biochemical, fluorescence, purified enzyme; 370,000 compounds, 0.84% hits; 1-phosphatidylinositol 4,5-bisphosphate phosphodiesterase gamma-1 (Homo sapiens), P19174; fluorogenic substrate; AID 720700, 2013; inhibition, % at 12.2 µM; in the data active = inhibition above about 9.5%
ASAP1 GAP inh: inhibitors of human ASAP1 ArfGAP activity, primary screen, biochemical, fluorescence polarization; Arf-GAP with SH3 domain, ANK repeat and PH domain-containing protein 1 (Homo sapiens), …; ASAP1-stimulated ARF1 GTP hydrolysis, GDP FP detection; inhibition, % at 16.5 µM; 360,000 compounds, 0.19% hits; in the data active = inhibition above about 25%;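 note: 0% = vehicle with enzyme and substrate and 100% = no enzyme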
ADAM17 inh: ADAM17 inhibitors, primary screen, biochemical, QFRET | inhibition, % at 6.95 µM | 370,000 compounds, 0.83% hits | recombinant ADAM17, EDANS/DABCYL FRET peptide cleavage | Disintegrin and metalloproteinase domain-containing protein 17 (Homo sapiens), P78536;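 active = inhibition above the mean of compounds lying between control limits plus 3 SD, set per campaign, cut at about 8.5% in these data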;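 note: 0% = DMSO-only wells as the low control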
PLCb3 inh: human PLC-beta3 inhibitors, primary screen, biochemical, fluorescence; Purified PLC-beta3, fluorogenic substrate; inhibition, % at 12.2 µM; 370,000 compounds, 0.18% hits; AID 720704, 2013; in the data active = inhibition above about 11%;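 note: 0% = median of compound wells on plate and 100% = full blocker control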
ARFGAP1 inhibitor: inhibitors of rat ARFGAP1 GAP activity, primary screen, biochemical, fluorescence polarization, GDP tracer | ADP-ribosylation factor GTPase-activating protein 1 (Rattus norvegicus), Q62848 | Arfgap1-stimulated ARF1 GTP hydrolysis, GDP FP detection | inhibition, % at 16.5 µM | 360,000 compounds, 0.26% hits | AID 651572, 2012;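 active = inhibition above a per-plate limit, mean inhibition of low control wells plus 3 SD, cut at about 25% in these data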;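 note: 0% = DMSO wells with enzyme and 100% = wells lacking Arfgap1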
Target sequence (Q62848 1-136 limits assumed): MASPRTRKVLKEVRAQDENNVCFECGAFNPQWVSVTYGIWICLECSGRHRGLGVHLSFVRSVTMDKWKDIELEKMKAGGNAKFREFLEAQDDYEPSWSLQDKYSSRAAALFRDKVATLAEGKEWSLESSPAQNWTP
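Material: rat Arfgap1 GAP domain (His6, aa 1-136), purified enzyme. Also added: human ARF1(Δ1-17)-GTP substrate. Compound dosing: 16.5 µM single point, 1.26% DMSO. Timing: enzyme reaction 120 min at 25 °C after 20 min preincubation. Signal: GDP detection by fluorescence polarization. Read-out basis: percent inhibition of GAP-stimulated GDP formation, scaled between DMSO and no-Arfgap1 medians.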
* = called active by the depositor; x = no result given.

SMILES	UHRF1 binding	KLK7 zymogen act	Tn6 DDE FP	Tn7 DDE FP	MBD2 inh	PLC-gamma1 inh	ASAP1 GAP inh	ADAM17 inh	PLCb3 inh	ARFGAP1 inhibitor
Cn1c(=O)c(S(=O)C2CCCCC2)c(O)c2ccccc21 (stereo not given)	1	-0.3	1	-4	0	-3	-5	-3	-11	3
COc1cccc2c1N1C(=O)c3c(C(=O)O)cccc3C1CC2(C)C (stereo not given)	-1	-0.1	2	-4	-1	-3	2	-5	0	-6
COc1cc(C(=O)NCC(c2cccs2)N2CCOCC2)c([N+](=O)[O-])cc1OC (stereo not given)	-5	0.4	1	8	-7	-104	-1	-6	-111	0
O=C(COC(=O)c1ccc2c(c1)OCCO2)NCCc1ccc(F)cc1	-1	1.8	-4	-10	-5	-2	15	0	-7	6
CCCCNc1ncnc2sc3c(c12)CCN(CCC)C3	2	1.8	-3	6	2	-45	10	-96	-64	-7
Cc1cc(C(=O)NNC(=O)c2ccc(C(F)(F)F)cc2)no1	1	-0.2	3	-4	4	0	8	-2	-6	-1
CC(Sc1n[nH]c(N)n1)C(=O)Nc1cccc(S(=O)(=O)N2CCOCC2)c1 (stereo not given)	0	0.1	6	-2	2	-3	-10	-1	0	-6
CC(C)CCOCC1CC2(CC(C)(c3csc(N)n3)OC2=O)C(=O)O1 (stereo not given)	5	0.3	-4	5	6	-2	-9	0	3	11
CC(=O)NCCc1ccc(O)cc1	-1	-1.2	1	2	-2	0	-8	-4	1	x
COc1ccc([C@H]2CC(=O)C=C(c3cccc(OC(F)(F)F)c3)C2)cc1	-2	0.4	3	2	1	0	3	2	-3	-2
O=C(COC(=O)c1ccc(Br)cc1)NCc1ccc(F)cc1	-1	-0.2	-4	1	4	-2	4	-1	-4	-6
O=C(NC1CCN(C(=O)Nc2cccc(F)c2)CC1)C1CCCCC1	-1	0.5	1	0	-5	1	-3	-1	-2	-5
C/C(=N\NC(=O)c1cccc([N+](=O)[O-])c1)c1ccco1	-2	0.5	8	-2	1	2	-2	0	-5	-2
COc1ccc(N2CCN(C(=O)Cn3ncc4c([nH]c5ccccc54)c3=O)CC2)cc1	-3	-0.3	7	3	-8	1	1	1	0	-12
COc1cc(NC(=O)c2ccc(-c3ccc(Br)cc3)o2)ccc1NC(=O)C(C)C	0	0.4	2	-3	1	-9	3	-5	-8	6
COc1ccc(-c2cc(C(=O)Nc3cc(C)nn3-c3ccccc3)no2)cc1	-2	-0.2	14	0	-3	1	-5	-2	0	0
Cc1ccccc1OCC(=O)Nc1ccccc1N1CCOCC1	1	-0.2	1	-3	-5	4	-14	-1	2	10
CCOCc1nc(N)[nH]c(=O)c1Cc1ccc(OC(C)C)cc1	-3	0.2	-1	-7	-6	-3	-5	1	-4	5
CCOC(=O)N1CCN(CCC(=O)c2ccc(Br)cc2)CC1	-1	-0.7	5	0	-1	2	-7	2	-5	17
CCc1cccc(CC)c1NC(=O)c1ccc(-c2cc(Cl)ccc2Cl)o1	0	0.2	-7	-2	4	1	15	0	-1	1
COc1ccsc1C(=O)NCCN1CCOCC1	2	-0.7	4	7	3	4	-7	-4	-7	3
COc1cc(C(=O)Nc2c(C)cc(C)cc2C)c(Br)c(OC)c1OC	-1	-1.0	3	5	1	-2	-4	0	2	-13
COc1cc(/C=N\NC(=O)CC(=O)NCCc2ccccc2)ccc1O	-1	-7.4	-1	5	1	-1	-3	-12	-3	-4
Cc1ccc(N(C)S(=O)(=O)c2cccc(C(=O)OCC(=O)c3c(N)n(C)c(=O)n(C)c3=O)c2)cc1	5	0.5	-12	3	9	4	4	2	-5	-2
Cc1cc(NC(=O)CN2C(=O)NC(C)(c3ccc(Cl)cc3Cl)C2=O)no1 (stereo not given)	3	0.3	-4	-1	3	4	-8	-8	-3	1

Next part.
SMILES	UHRF1 binding	KLK7 zymogen act	Tn6 DDE FP	Tn7 DDE FP	MBD2 inh	PLC-gamma1 inh	ASAP1 GAP inh	ADAM17 inh	PLCb3 inh	ARFGAP1 inhibitor
Cc1cccc(N2C(=O)CC(N3CCN(c4ccc(Cl)cc4)CC3)C2=O)c1 (stereo not given)	3	-1.1	-4	2	5	1	-2	-3	-7	-4
O=C(CCCSc1nc2ccccc2[nH]1)N1CCN(c2ccc([N+](=O)[O-])cc2)CC1	11	-0.7	-8	1	-2	3	-6	-5	1	-9
O=C(NC1CCCCC1)c1cccc(NC(=O)c2ccccc2Cl)c1	2	0.5	2	-12	-6	4	7	0	2	-8
Cc1ccc(C(=O)NC2CCC(C)CC2)s1 (stereo not given)	-2	-0.1	7	-2	-3	1	-10	-4	-8	17
Cn1ccc(O)c(C#N)c1=O	-3	-0.3	-2	7	1	2	-2	-2	3	-1
Cc1ccn2c(c1)nc(=S)n2C(=O)c1ccccc1	-2	0.4	0	-6	-5	5	6	-2	-1	0
O=C(Nc1ccc(S(=O)(=O)Nc2ncccn2)cc1)C1COc2ccccc2O1 (stereo not given)	1	0.3	0	3	-3	0	-3	-3	3	-4
CCN1C(=O)N(S(=O)(=O)c2ccc(C)cc2)[C@@H](c2ccccc2)C(C(=O)OC)=C1C	0	0.8	5	1	3	1	2	1	2	-6
CN(C)N=Nc1nc2c([nH]1)c(=O)n(C)c(=O)n2C	-2	-0.1	0	6	-6	2	-7	-2	-1	0
O=C(Cn1cc([N+](=O)[O-])ccc1=O)N1CCc2ccccc21	4	0.4	-3	8	5	4	-3	-3	-2	6
Cc1cc(C(=O)N2CCc3ccccc32)c2ccccc2n1	2	-0.2	-1	-2	5	2	-1	-3	0	-2
CCCOP(=O)(c1ccc(N(C)C)cc1)C(O)c1ccncc1 (stereo not given)	2	-0.6	-5	-3	-4	2	-2	2	6	10
CCOC(=O)CSC1=N/C(=C\c2cccnc2)C(=O)N1c1ccc(OC)cc1	-4	0.4	0	3	-5	-3	-1	-3	1	-1
COc1cc(OC)c(C(=O)NCc2ccco2)cc1OC	1	-0.2	-2	-6	-4	2	-5	-2	-5	-5
Cc1c(C(=O)NN2CCOCC2)oc2ccccc12	2	-0.6	5	-2	0	-1	5	-1	2	2
CCOC(=O)C(C)N1C(=O)S/C(=C/c2ccc3c(c2)n(C)c(=O)n3C)C1=O (stereo not given)	-2	-0.7	-2	3	-3	-17	-3	-2	-20	3
COC(=O)C1Cc2c([nH]c3ccccc23)C2(CCN(Cc3ccccc3)CC2)N1 (stereo not given)	0	-0.2	10	8	-2	-2	6	-2	2	11
CCCN1C(=O)C2(C(C(=O)c3ccc(C)o3)=C(O)C(=O)N2CCCOC)c2ccccc21 (stereo not given)	-2	-0.5	0	4	-3	-3	3	-3	-13	-11
CC(=O)c1c(C)[nH]c(C(=O)CN2C(=O)NC(C)(CCC(C)C)C2=O)c1C (stereo not given)	3	0.2	6	0	0	3	5	5	6	7
O=C(OCc1cn(Cc2ccccc2F)nn1)N1CCCC1	1	0.6	1	1	-8	1	x	-2	1	x
COc1cc(C(C(=O)NC2CCCC2)N(CCO)C(=O)Cn2nnc(-c3ccc(C)o3)n2)ccc1O (stereo not given)	-1	0.4	-6	-1	3	3	11	1	0	-5
COc1cccc(CN2CCNC(=O)C2CC(=O)NCCn2ccc3ccccc32)c1OC (stereo not given)	-3	0.7	2	7	-7	0	-7	1	0	-4
Cc1oc2c(cc(NS(=O)(=O)c3cccs3)c3ccccc32)c1C(=O)OC(C)C	-5	0.3	-8	4	-1	4	15	9.7*	-1	1
CCOc1ccccc1OCC(=O)OCC(=O)c1c(N)n(CC(C)C)c(=O)n(C)c1=O	0	-0.5	11	7	-3	0	-1	-6	-5	-2
O=C(CSCc1ccc(Cl)cc1)NCc1ccccn1	-2	0.3	7	1	-1	-3	10	-1	1	3

(cont.)
SMILES	UHRF1 binding	KLK7 zymogen act	Tn6 DDE FP	Tn7 DDE FP	MBD2 inh	PLC-gamma1 inh	ASAP1 GAP inh	ADAM17 inh	PLCb3 inh	ARFGAP1 inhibitor
Nc1cc(=O)[nH]c(SCc2nnc(-c3ccccc3)o2)n1	-2	0.0	6	-2	5	-1	3	-4	-3	7
CNC(=S)N/N=C/c1ccc(-c2cccc(C(=O)O)c2)o1	-1	-0.1	-2	0	0	-27	3	-48	-46	6
CCC(O)CNC(=O)NC(=C(Cl)Cl)c1ccc(C)c(F)c1 (stereo not given)	0	0.3	8	2	1	-1	0	0	0	12
CC(=O)N/C(=N/c1nc(C)cc(C)n1)Nc1ccc(NC(C)=O)cc1	3	0.0	2	-10	-6	6	1	2	3	-3
Cc1ccc(C(C)c2c(C)c([N+](=O)[O-])cc(C)c2[N+](=O)[O-])cn1 (stereo not given)	-1	0.3	4	-1	0	1	4	-3	-4	-7
COC(=O)[C@]1(C)N[C@H](CN(C)C(=O)Nc2ccc(C)cc2)[C@@H]2C(=O)N(Cc3ccccc3)C(=O)[C@@H]21	-1	0.7	-6	1	-7	0	3	1	4	5
CCS(=O)(=O)N1CCCC(C(=O)NCC2CCCO2)C1 (stereo not given)	-1	0.1	6	5	1	-1	0	-9	1	-6
CC(C)CN(C(=O)COC(=O)c1ccccc1SCC(=O)N1CCCC1)C1CCS(=O)(=O)C1 (stereo not given)	-1	1.5	4	-4	-1	1	-4	-7	-5	4

For reference, part of the list above:
SMILES	UHRF1 binding	KLK7 zymogen act	Tn6 DDE FP	Tn7 DDE FP	MBD2 inh	PLC-gamma1 inh	ASAP1 GAP inh	ADAM17 inh	PLCb3 inh	ARFGAP1 inhibitor
Cn1c(=O)c(S(=O)C2CCCCC2)c(O)c2ccccc21 (stereo not given)	1	-0.3	1	-4	0	-3	-5	-3	-11	3
COc1cccc2c1N1C(=O)c3c(C(=O)O)cccc3C1CC2(C)C (stereo not given)	-1	-0.1	2	-4	-1	-3	2	-5	0	-6
COc1cc(C(=O)NCC(c2cccs2)N2CCOCC2)c([N+](=O)[O-])cc1OC (stereo not given)	-5	0.4	1	8	-7	-104	-1	-6	-111	0
O=C(COC(=O)c1ccc2c(c1)OCCO2)NCCc1ccc(F)cc1	-1	1.8	-4	-10	-5	-2	15	0	-7	6
